Compound activity as filed in PubChem.
ABHD5 PLIN5 PPI – ABHD5-PLIN5 interaction inhibitors, primary screen, cell lysate, split luciferase complementation, luminescence; inhibition, % at 4 µM; Perilipin-5 (Homo sapiens) + 1-acylglycerol-3-phosphate O-acyltransferase ABHD5 (Homo …; AID 602281, 2012; hit rate 0.78% among 360,000; Split G. princeps luciferase complementation, 4 h;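 active = inhibition above the mean inhibition across every tested compound plus 3 SD, cut at about 22% in these data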;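 note: 0% = DMSO only wells and the 100% control is not disclosed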
ABCB6 inh 2 – ABCB6 transporter inhibitors, primary screen, K562-ABCB6 cells, flow cytometry, MLPCN library; K562-ABCB6 porphyrin accumulation, 1 h; active compounds read low; fluorescence ratio to DMSO, % at 10 µM; hit rate 0.19% among 360,000;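 active = fluorescence ratio to DMSO below 75%, the collection mean minus 3 SD; inconclusive = too few cells collected in the well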;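 note: signal is porphyrin accumulated inside mitochondria; 100% equals median channel fluorescence of DMSO control wells; lower ratio means ABCB6 inhibition with less porphyrin fluorescence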
Target sequence (Q9NP58 whole entry, looked up): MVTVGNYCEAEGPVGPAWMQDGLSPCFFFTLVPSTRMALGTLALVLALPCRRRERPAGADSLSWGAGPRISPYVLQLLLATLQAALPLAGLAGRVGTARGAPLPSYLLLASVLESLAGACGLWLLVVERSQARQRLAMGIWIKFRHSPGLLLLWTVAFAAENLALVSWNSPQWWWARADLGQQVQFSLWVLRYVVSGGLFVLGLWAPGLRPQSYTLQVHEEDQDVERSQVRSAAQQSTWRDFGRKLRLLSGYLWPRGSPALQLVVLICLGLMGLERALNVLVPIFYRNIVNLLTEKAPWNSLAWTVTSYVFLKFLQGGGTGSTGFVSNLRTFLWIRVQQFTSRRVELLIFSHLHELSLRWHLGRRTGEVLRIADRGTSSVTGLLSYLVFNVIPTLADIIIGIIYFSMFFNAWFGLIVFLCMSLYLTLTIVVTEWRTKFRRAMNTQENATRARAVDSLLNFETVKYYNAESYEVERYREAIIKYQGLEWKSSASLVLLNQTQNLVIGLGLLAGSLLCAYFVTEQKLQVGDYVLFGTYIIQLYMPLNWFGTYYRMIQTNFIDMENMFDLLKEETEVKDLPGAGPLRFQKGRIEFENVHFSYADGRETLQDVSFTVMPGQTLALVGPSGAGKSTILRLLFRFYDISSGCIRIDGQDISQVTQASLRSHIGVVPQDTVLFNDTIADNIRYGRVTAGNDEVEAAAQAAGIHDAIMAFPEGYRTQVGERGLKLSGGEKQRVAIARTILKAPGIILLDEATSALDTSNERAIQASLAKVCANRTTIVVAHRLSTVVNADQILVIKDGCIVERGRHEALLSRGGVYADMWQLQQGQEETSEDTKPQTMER
Vif imaging – HIV Vif self-association inhibitors, primary screen, imaging, HEK293T, single point; inhibition, % at 7.49 µM; HEK293T cells, Vif self-association by quenched fluorescence, 24 h; hit rate 0.35% among 340,000; in the data active = inhibition above about 50%, passing the limit was not always enough; inconclusive = no clear call, values can overlap the other calls; inactive = below about 31%; note: some results filed as inactive read as strong as hits
N-glyco inh – increase of ERlucT glycosylation luciferase signal, primary screen, N-linked glycosylation inhibitor project, D54 ERlucT cells, luminescence, set 2; hit rate 0.23% among 360,000; D54 ERlucT glycosylation luciferase reporter, 24 h; percent of 100 nM tunicamycin response; reporter increase, % at 12.5 µM;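 active = mean luciferase reporter signal, scaled so untreated is 0 and the glycosylation-blocking control 100, at or above a set limit in every replicate; inconclusive = mean reaches the limit but not every replicate does; inactive = mean below the limit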;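 note: luciferase carries N-glycosylation sites so blocking glycosylation raises the light; 0% = median of neutral control wells and 100% = median of 100 nM tunicamycin wells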
TLR9-MyD88 inh – inhibitors of TLR9-MyD88 association in cells, primary screen, cell-based, CHO, BLA complementation, fluorescence; Toll-like receptor 9 (Homo sapiens) + Myeloid differentiation primary response protein …; CCF4 FRET ratio; inhibition, % at 4.98 µM; hit rate 0.21% among 340,000; AID 504734, 2011;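 active = inhibition above the mean over all tested compounds plus 3 SD, cut at about 21% in these data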;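 note: 0% = DMSO only wells and 100% = clavulanate BLA inhibitor control wells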
MC4R antag cAMP – MC4R antagonists of cAMP signaling, primary screen, cell-based, TR-FRET, antagonist arm of biased-ligand search. hit rate 0.48% among 360,000. inhibition, % at 6.5 µM. AID 540295, 2011. MC4R-expressing cells, MTII-stimulated cAMP, LANCE TR-FRET. Melanocortin receptor 4 (Homo sapiens), P32245;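 active = inhibition above its plate's cutoff, the mean of tested wells on that plate plus 3 SD, cut at about 29% in these data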;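 note: 0% = Melanotan II alone and 100% = Melanotan II plus saturating MCL0020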
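Material: human MC4R-expressing U2OS cells. Probe or stimulus: Melanotan II challenge. Dosing: 6.5 µM single dose. Times: 30-min compound, 1-h challenge, 1-h detection, room temperature. Technique: TR-FRET with Eu-cAMP and labeled anti-cAMP, 671 nm. Replication: singlicate.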
Exocytosis inh – LAMP-1 surface exposure blockers, TALL-104 cells – cell-based, flow cytometry, MLPCN library, primary screen. TALL-104 LAMP-1 surface exposure; cells stimulated with thapsigargin and PMA. inhibition, % at 10 µM. hit rate 0.66% among 360,000;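 active = inhibition above about 55%, limit read from the data; inconclusive = no clear call, values can overlap the other calls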
NOD2 RIPK2 PPI – NOD2-RIPK2 binding disruptors in cells, primary screen, fluorescence, CHO cells, BLA complementation; AID 624267, 2012; hit rate 0.38% among 360,000; inhibition, % at 4.98 µM; CCF4 ratio; Receptor-interacting serine/threonine-protein kinase 2 (Homo sapiens), O43353; in the data active = inhibition above about 21%;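 note: 0% = vehicle only and 100% = reference blocker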
aDG glyco up – activators of alpha-DG glycosylation, primary screen, uHTS, Pro5-aDG cells, AlphaScreen | alpha-DG glycosylation AlphaScreen (IIH6); 0% Pro5, 100% B10-LARGE cell signal | activation, % at 10 µM | hit rate 0.22% among 360,000 | AID 624168, 2012;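 active = activation of at least 8% versus controls, or a plate z-score of at least 8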;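 note: Pro5 are CHO cells carrying HIG-tagged alpha-DG that lacks glycosylation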
MC4R barr agon – MC4R agonists recruiting beta-arrestin, primary screen, cell-based, luminescence, agonist arm of biased-ligand search; Melanocortin receptor 4 (Homo sapiens), P32245; U2OS MC4R beta-arrestin complementation; percent of melanotan II response, DMSO zero; activation, % at 8.9 µM; hit rate 0.98% among 360,000; AID 540308, 2011;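 active = activation above a per-plate cutoff, the mean activation of sample wells on that plate plus 3 SD, cut at about 8% in these data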
The depositor's hits bear a star; ? = inconclusive; . = no result given.

SMILES	ABHD5 PLIN5 PPI	ABCB6 inh 2	Vif imaging	N-glyco inh	TLR9-MyD88 inh	MC4R antag cAMP	Exocytosis inh	NOD2 RIPK2 PPI	aDG glyco up	MC4R barr agon
CC1CCCCN1C(=O)c1ccc(N2CC3CC(C2)c2cccc(=O)n2C3)c([N+](=O)[O-])c1 (configuration not stated)	0	104	-1	0	7	4	6	9	-0.2	-1.5
CCCCC(=O)N/N=C/c1c(O)n(CCc2ccccc2)c(=O)[nH]c1=O	2	97	-1	1	.	0	0	-3	-0.3	-1.9
CCN1/C(=C/C=C/C2=[N+](CC)c3ccccc3C2(C)C)C(C)(C)c2ccccc21	52*	.	-27	-8	-18	-16	69*	9	-0.3	-2.6
CC(N)C(=O)c1ccco1 (configuration not stated)	0	101	2	-2	-13	1	-2	-2	0.1	-1.2
Nc1c(C(=O)NCc2ccco2)c2nc3ccccc3nc2n1Cc1ccc(F)cc1	6	98	-4	1	-3	-10	3	-10	1.2	-0.3
CC12CNCC(C)(CNC1)C2O (configuration not stated)	-3	98	-2	1	-10	3	0	8	0.1	0.2
Cc1ccc(C2=CCNCC2)cc1	1	89	0	-2	15	-2	0	-4	0.5	-2.1
COc1ccccc1/C=C1\C(=O)NC(=S)N(c2ccccc2)C1=O	-3	99	-7	1	2	-1	-5	1	0.0	-1.3
O=C(c1cccc(N2CCCC2=O)c1)N1CCC2(CC1)OCCO2	-4	94	8	1	6	15	-1	0	-0.2	-0.2
O=C(CCNC(=O)N1C[C@H]2C[C@@H](C1)c1cccc(=O)n1C2)Nc1ccc(F)cc1	6	97	?	2	-3	11	12	-3	-0.4	0.8
COC(=O)C1=C(C)NC(=S)NC1c1ccc(N(CCCl)CCCl)cc1Cl (configuration not stated)	-13	93	2	1	-15	0	-9	-6	0.1	-2.1
CC12CC(=O)C3C(CCC4CC(=O)C=CC43C)C1CCC2=O (configuration not stated)	7	94	6	2	0	3	-4	-6	0.2	-2.1
O=S1(=O)CC2(N3CCOCC3)CCCCCCC21 (configuration not stated)	-3	100	5	0	-2	-4	-2	-13	-0.1	-1.6
CN1CC(C(=O)c2ccc(Cl)cc2)C(c2ccc(Cl)cc2Cl)C1 (configuration not stated)	7	98	-5	-4	-10	20	-17	-4	0.0	3.3
O=C(O)c1ccc([N+](=O)[O-])c([N+](=O)[O-])c1	4	96	-1	-2	-4	3	5	-10	0.1	-1.6
Cc1ccc(N2C(=O)CC(=O)NC2=O)c(C)c1	17	95	13	3	-8	-3	1	12	-0.2	-2.2
COc1ccccc1N1CCN(Cc2ccc(SC)cc2)CC1	-6	97	-1	-1	-9	17	-7	-4	0.1	-0.4
C=CC[C@@H](CC/C=C/C=C/CC/C=C\[C@@H]1CSC([C@@H]2C[C@@H]2C)=N1)OC	9	96	0	8	2	-18	28	-7	-0.2	-1.0
COc1ccc(-n2c(O)c(C(C)=Nc3ccc4c(c3)CCC4)c(=O)[nH]c2=O)cc1	-3	95	7	-5	.	1	0	-7	-0.1	1.2
C[C@]12CCC(=O)C=C1CC[C@@H]1C2[C@H](O)C[C@]2(C)C(=O)CCC12 (some centres not stated)	-6	89	9	-1	-3	8	0	-12	-0.1	-2.2
CC1(C)CC(=O)C(C=NCCN2CCN(C(=O)Cc3ccccc3)CC2)=C(O)C1	12	101	.	0	2	10	1	-7	-0.1	-0.8
Cc1nc2cc(C(=O)N3CCC4(CC3)OCCO4)ccc2n1-c1ccc(Br)cc1	-2	98	6	3	3	-1	0	-1	-0.2	-2.0
CC(=NCCCO)c1c(O)n(Cc2ccccc2)c(=O)[nH]c1=O	1	105	4	0	-6	3	-1	6	-0.2	-3.1
CCN1CCN(Cc2nc3ccc([N+](=O)[O-])cc3c(=O)n2-c2ccccc2F)CC1	1	97	-16	1	3	15	10	-3	-0.1	-0.2
CC1(c2ccccc2)NCCN2C(=O)CSC21 (configuration not stated)	0	101	-8	-2	1	18	0	5	0.3	-1.6

In a second layout: results already given
compound | ABHD5 PLIN5 PPI | ABCB6 inh 2 | Vif imaging | N-glyco inh | TLR9-MyD88 inh | MC4R antag cAMP | Exocytosis inh | NOD2 RIPK2 PPI | aDG glyco up | MC4R barr agon
O=C(O)c1ccc([N+](=O)[O-])c([N+](=O)[O-])c1 | 4 | 96 | -1 | -2 | -4 | 3 | 5 | -10 | 0.1 | -1.6
Cc1ccc(N2C(=O)CC(=O)NC2=O)c(C)c1 | 17 | 95 | 13 | 3 | -8 | -3 | 1 | 12 | -0.2 | -2.2
COc1ccccc1N1CCN(Cc2ccc(SC)cc2)CC1 | -6 | 97 | -1 | -1 | -9 | 17 | -7 | -4 | 0.1 | -0.4
C=CC[C@@H](CC/C=C/C=C/CC/C=C\[C@@H]1CSC([C@@H]2C[C@@H]2C)=N1)OC | 9 | 96 | 0 | 8 | 2 | -18 | 28 | -7 | -0.2 | -1.0
COc1ccc(-n2c(O)c(C(C)=Nc3ccc4c(c3)CCC4)c(=O)[nH]c2=O)cc1 | -3 | 95 | 7 | -5 | . | 1 | 0 | -7 | -0.1 | 1.2
C[C@]12CCC(=O)C=C1CC[C@@H]1C2[C@H](O)C[C@]2(C)C(=O)CCC12 (some centres not stated) | -6 | 89 | 9 | -1 | -3 | 8 | 0 | -12 | -0.1 | -2.2
CC1(C)CC(=O)C(C=NCCN2CCN(C(=O)Cc3ccccc3)CC2)=C(O)C1 | 12 | 101 | . | 0 | 2 | 10 | 1 | -7 | -0.1 | -0.8
Cc1nc2cc(C(=O)N3CCC4(CC3)OCCO4)ccc2n1-c1ccc(Br)cc1 | -2 | 98 | 6 | 3 | 3 | -1 | 0 | -1 | -0.2 | -2.0
CC(=NCCCO)c1c(O)n(Cc2ccccc2)c(=O)[nH]c1=O | 1 | 105 | 4 | 0 | -6 | 3 | -1 | 6 | -0.2 | -3.1
CCN1CCN(Cc2nc3ccc([N+](=O)[O-])cc3c(=O)n2-c2ccccc2F)CC1 | 1 | 97 | -16 | 1 | 3 | 15 | 10 | -3 | -0.1 | -0.2
CC1(c2ccccc2)NCCN2C(=O)CSC21 (configuration not stated) | 0 | 101 | -8 | -2 | 1 | 18 | 0 | 5 | 0.3 | -1.6

Next compounds:
SMILES	ABHD5 PLIN5 PPI	ABCB6 inh 2	Vif imaging	N-glyco inh	TLR9-MyD88 inh	MC4R antag cAMP	Exocytosis inh	NOD2 RIPK2 PPI	aDG glyco up	MC4R barr agon
C=CCn1c(O)c(/C=N/NC(=O)c2ccncc2)c(=O)[nH]c1=O	2	112	-6	-2	-6	5	-2	-3	0.0	-0.2
COc1ccc2c(c1O)[C@]13CCN(C)[C@H](C2)[C@@H]1CCC(=O)C3	-5	96	4	0	0	-2	9	4	-0.2	-2.5
O=C(C(=O)N1CCC2(CC1)OCCO2)c1c[nH]c2ccccc12	7	100	3	0	6	-2	0	-14	-0.1	3.5
Cc1ccc2c(c1)N(CCC(=O)N1CCC3(CC1)OCCO3)C(=O)CO2	3	103	6	0	-3	1	2	2	-0.2	1.5
CCCCNC(=O)c1c(N)n(CCCOC)c2nc3ccccc3nc12	-25	91	11	1	-3	7	2	-14	0.5	-1.6
CCOP(=O)(OCC)C(Cc1ccccc1)NC(C)=O (configuration not stated)	6	101	1	1	-1	-1	2	1	-0.2	1.2
CN1CCN(c2nc(N(C)C)oc(=O)c2C#N)CC1	0	95	10	1	-7	-7	5	-2	-0.2	-0.8
Cc1nc2cc([N+](=O)[O-])ccc2c(=O)n1-c1ccc(Br)cc1	-5	93	-9	-1	4	-1	1	6	0.0	-1.0
CC(C)Oc1cccc(C(=O)C2CCCN(C3CCOCC3)C2)c1 (configuration not stated)	-10	98	5	-4	4	-2	-4	5	-0.2	-3.1
CSc1ccc(CNC(C)C(O)c2ccccc2)cc1 (configuration not stated)	1	99	12	6	-8	4	1	-2	0.4	-1.9
Cc1c(CCN)ccc2c1[nH]c1ccccc12	13	91	7	0	-6	-3	28	2	0.0	-0.1
O=C(c1cc(S(=O)(=O)N2CCOCC2)ccc1F)N1CCC2(CC1)OCCO2	1	104	1	-1	-10	-2	0	-3	-0.2	-1.6
FC(F)(F)Oc1ccc(C2NCc3ccccc3-n3cccc32)cc1 (configuration not stated)	-2	98	-11	-3	8	0	59*	-6	0.0	1.0
Cc1c(C=O)c2ccccc2n1Cc1ccccc1	5	101	-3	-1	4	-5	7	-8	-0.1	-1.4
CC1NCCC2(O)CCCCC12 (configuration not stated)	-1	100	7	1	-5	4	-1	-10	0.0	1.7
CCN1CCN(c2ccc(N)cc2C)CC1	-7	98	1	0	8	-2	2	-12	-0.1	-2.6
Cc1nn(C2CCOC(C)(C)C2)c2c1C(c1ccc(OC(C)C)cc1)SCC(=O)N2 (configuration not stated)	-9	104	-11	-2	4	16	3	-3	-0.1	1.7
CCC1(C2=NCCN2)Cc2ccccc2O1 (configuration not stated)	0	103	-3	1	-3	0	-1	-15	0.0	-1.0
CCC1([N+](=O)[O-])COP(=O)(NCc2cccnc2)OC1 (configuration not stated)	7	90	0	1	-9	2	-5	10	0.0	-1.3
COc1ccc(C(=O)CN2CCCCC2)cc1	-4	102	3	-1	16	5	-1	-1	0.0	-1.9
COc1ccc(-n2nnnc2C(c2ccccc2OC(F)(F)F)N2CCC(n3c(=O)[nH]c4ccccc43)CC2)cc1 (configuration not stated)	3	97	5	-6	.	.	6	-9	-0.2	.
O=C1NC(=O)C(CCc2ccncc2)(Cc2ccc(OCc3ccccc3)cc2)C(=O)N1	5	98	0	1	1	-5	1	-14	0.1	3.4
COCCOC(=O)c1c(C)n(C)c2ccc(OC(=O)N(C)C)cc12	-3	109	1	0	-12	12	4	-1	0.0	-1.3
CCC(=NCCOc1ccc(Cl)cc1)c1c(O)n(C)c(=O)n(C)c1=O	-3	113	-34	-1	0	-7	40	12	2.2	3.0
CN1C(=O)N(C)C(=O)C(CCc2ccccn2)(CCc2ccccn2)C1=O	0	109	-6	1	-9	3	-1	4	0.1	-3.1
Cc1cccc(C)c1NC(=O)CN(C)CC(=O)Nc1ccc(C#N)c(Cl)c1	-1	97	30	0	-16	23	8	0	0.0	0.3
O=[N+]([O-])c1cccc(C2N3CCCN23)c1 (configuration not stated)	-4	102	12	4	-4	3	1	4	0.0	-2.7
CC(NC(=O)Oc1ccccc1)C(c1cccs1)N1CCOCC1 (configuration not stated)	-2	100	.	3	-6	-4	-3	-14	0.1	-0.7
CCC(=Nc1cc(OC)ccc1OC)c1c(O)[nH]c(=O)[nH]c1=O	-11	88	10	1	1	-7	-2	2	-0.4	-1.9

An excerpt; the hit share may differ from the screen's.
